Screening results deposited in PubChem BioAssay by several laboratories.
Mot1-301 SUMO: inhibitors of SUMOylation pathway: yeast Mot1-301 growth rescue; S. cerevisiae Mot1-301 growth rescue, ATP luminescence, 38.5C; percent above DMSO median, 100 means doubled; 1% of 320,000 active; growth rescue, % at 18.8 µM;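 active means every valid replicate shows activation above 250% relative to neutral control wells; inactive means the rest, any valid replicate at or below 250%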;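 further: OY570 slx delta 5 strain wells were the positive control but not used for scaling; some compounds called inactive have numbers as strong as hits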
Cardiac RTF inh: cardiac RTF calcium desensitization; P19429+P45379; IANBD-labeled cardiac RTF, Ca2+ fluorescence; inhibition, % at 7.15 µM; 0.12% of 340,000 active; AID 493244;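 active means inhibition above the mean inhibition of all tested compounds plus 3 SD, cut at about 17% in these data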;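 further: assay run at fixed EC70 calcium of 1.6 mM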
Keap1-Nrf2 PPI: Keap1-Nrf2 (human) interaction inhibition | Q14145 | inhibition, % at 9.4 µM | 0.15% of 340,000 active | Keap1 Kelch-Nrf2 peptide fluorescence polarization, 1536-well; in the data active means inhibition above about 12%; inconclusive means no clear call, values can overlap the other calls; inactive means below about 7.3%;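 further: human Keap1 Kelch domain with fluorescein labeled Nrf2 9mer peptide probe; 0% = neutral control wells and 100% = peptide positive control; higher means more block of Keap1 binding to Nrf2 peptide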
CDK5 p35 inh: inhibitors of human CDK5/p35 kinase; Q00535+Q15078; Recombinant CDK5/p35, ADP-Glo luminescence, 60 min; inhibition, % at 10 µM; 0.01% of 330,000 active; AID 488839;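 active means highest replicate inhibition of at least 50% and at least 75% of replicates reaching 50%; inconclusive means only one of the two criteria met; inactive means both criteria failed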;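 further: plate controls were DMSO neutral control for no effect and GW8510 at 10 µM for full effect; many of its hits are not listed in these tables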
dFosB activator: activators of mouse delta FosB homodimer. AID 493131. 0.99% of 340,000 active. activation, % at 25 µM. purified delta FosB, TAMRA-CDK5 oligo fluorescence polarization; percent of positive-control signal above neutral wells. P13346;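 active means mean activation above about 17%, with every replicate also reaching it, limit read from the data, passing the limit was not always enough; inconclusive means only one of the two conditions met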;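 further: fluorescence polarization rise as delta FosB binds a TAMRA Cdk5 AP-1 oligo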
Rtt109 Vps75: inhibitors of Candida albicans Rtt109/Vps75 histone acetyltransferase | Q5AAJ8 | purified Rtt109/Vps75, ThioGlo CoA-SH fluorescence, 4 h | inhibition, % at 34.9 µM | 0.16% of 330,000 active | AID 540336;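 active means inhibition of at least 50% in every replicate; inconclusive means best replicate reaches 50% inhibition but some replicates fall short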
NSD2 inh: NSD2 (human) methyltransferase inhibition; inhibition, % at 12.5 µM; NSD2 peptide methylation, AlphaScreen, 120 min; O96028; 0.54% of 310,000 active; in the data active means inhibition above about 50%
PfHsp90 yeast 2: inhibits growth of yeast expressing Plasmodium falciparum Hsp90; S. cerevisiae expressing PfHsp90, BacTiter-Glo ATP, 48 h; yeast lacking PDR1 and PDR3 efflux regulators; inhibition, % at 9.4 µM; 0.32% of 310,000 active;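 active means every replicate shows inhibition above about 80%, whatever the replicate mean, limit read from the data; inconclusive means mean inhibition reaches the set limit but some replicate falls short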;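 further: 0% = DMSO neutral controls and 100% = 20 µM radicicol positive controls; yeast relying on Plasmodium falciparum Hsp90 in place of its own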
LANA DNA inh: blocks KSHV LANA C-terminal domain binding to DNA; inhibition, % at 9 µM; MBP-C-LANA/FAM-LBS DNA binding, fluorescence polarization; 0.078% of 340,000 active; AID 504423;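 active means highest replicate inhibition at or above 60% at 9 µM, even if other replicates fall short; inactive means all replicates below 60% inhibition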;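 further: 0% = neutral control wells and 100% = 4 µM acridine orange control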
RTF Ca sens act: cardiac RTF calcium sensitization; 0.24% of 340,000 active; IANBD-labeled TnC RTF fluorescence at EC20 calcium; 0% EC20 calcium, 100% full calcium; AID 493008; activation, % at 7.2 µM; P19429+P45379;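 active means activation above the mean over all tested compounds plus 3 SD, cut at about 30% in these data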;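 further: rise in fluorescence read as greater calcium sensitivity of cardiac thin filaments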
PvdQ acylase: P. aeruginosa PvdQ acylase inhibition; purified PvdQ acylase, fluorescence plate reader; inhibition, % at 10 µM; 0.063% of 340,000 active; AID 488965; in the data active means inhibition above about 30%, passing the limit was not always enough; inconclusive means no clear call, values can overlap the other calls;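 further: 0% = vehicle neutral wells and 100% = reference inhibitor wells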
* hit, by the source's call; ? = inconclusive; . = no result given.

structure	Mot1-301 SUMO	Cardiac RTF inh	Keap1-Nrf2 PPI	CDK5 p35 inh	dFosB activator	Rtt109 Vps75	NSD2 inh	PfHsp90 yeast 2	LANA DNA inh	RTF Ca sens act	PvdQ acylase
CCC(C)NC(=O)CNC(=S)N(Cc1ccccc1)Cc1cccnc1 (centres undefined)	0.2	0.9	0.0	0.5	-1.0	8.0	-3.4	-34.5	1.2	-4.5	-8.1
CC(C)c1nc(CNC(=O)C2CCC(=O)N(CCc3cccc(F)c3)C2)cs1 (centres undefined)	-15.2	-6.8	-0.1	1.2	-9.4	8.0	-1.7	13.8	-1.0	-0.1	-6.6
O=C(Cc1ccccc1[N+](=O)[O-])NCc1ccncc1	-17.8	-0.5	-1.8	1.6	6.9	-1.9	-1.6	1.2	0.2	-1.2	-8.7
C[n+]1ccc(/C=C/c2c[nH]c3ccccc23)cc1	186.4	-156.9	-137.0	2.2	4.4	2.8	16.2	34.2	-20.3	153.7*	-6.3
O=C(COC(=O)c1c2c(nc3ccccc13)CCN(Cc1ccccc1)C2)Nc1c(F)cccc1F	-3.3	-4.3	-9.8	-0.2	-6.1	15.3	1.1	-20.7	-0.3	-2.4	-9.9
CC(Sc1ccccn1)C(=O)Nc1ccc2c(c1)OCCO2 (centres undefined)	-5.2	-4.5	-0.6	0.2	1.2	-2.8	-1.8	-2.0	1.6	-5.4	-8.4
O=c1[nH]c(Cc2ccc(Cl)cc2)nc2ccccc12	-1.5	-3.6	-1.2	-1.4	-4.1	-1.0	-2.2	5.8	-0.5	-2.9	2.1
COc1ccc(CNC(=O)C(=O)NCC2OCCN2C(=O)c2ccc(OC)cc2)cc1 (centres undefined)	3.4	-2.6	1.4	1.4	-5.5	-5.0	-0.4	1.6	-1.3	-3.0	-5.3
CC(=O)Nc1ccc(C2NC(=O)CCC2[N+](=O)[O-])cc1 (centres undefined)	-3.5	0.3	1.2	0.0	6.7	-3.4	-0.6	-16.9	-0.1	-3.5	-12.4
O=c1[nH]c(C2CCN(S(=O)(=O)c3ccc4c(c3)OCCO4)CC2)nc2c1nnn2Cc1ccccc1	.	3.7	-0.8	0.9	-0.4	31.2	-2.7	5.3	8.0	0.6	11.9
O=C(Nc1cccnc1Cl)c1cccs1	-3.8	-13.2	0.8	-2.2	-7.5	-4.1	-6.7	-41.8	0.8	2.2	-18.0
CC(CN1CCOCC1)OC(=O)c1ccccc1Cl (centres undefined)	231.1	-4.0	-2.6	1.0	-9.0	-1.9	-3.2	3.7	-0.8	2.6	-12.0
CSc1ccccc1C(=O)NCc1ccccc1C	-0.3	-8.0	-0.6	0.8	-7.9	-10.1	-1.3	.	-0.7	-3.9	-7.7
Cc1noc(C)c1COc1ccc(C(=O)NNC(=O)c2ccccc2)cc1	59.6	-5.5	4.4	0.7	4.3	-6.5	0.3	-30.8	-1.4	-0.9	-5.9
Cc1ccc(NS(=O)(=O)c2ccc(C(=O)N3CC(C)CC(C)C3)cc2)cc1 (centres undefined)	225.1	-16.1	-5.4	-10.0	-16.6	-7.1	2.4	.	-0.1	-7.7	-14.1
Cc1ccc(-c2nn(-c3ccccc3)cc2/C=C(\C#N)C(=O)NCc2ccccc2)cc1	3.7	6.3	-2.3	2.3	-15.7	9.6	32.0	26.0	-0.6	3.0	-5.8
O=C(NCCC1=CCCCC1)C1CCCN(c2nc3ccccc3o2)C1 (centres undefined)	-12.3	-8.7	3.6	1.1	-4.8	2.1	-5.1	19.3	0.5	0.7	-15.5
Cc1nn(-c2ccccc2)c2sc(C(=O)N(Cc3ccco3)C(C)C(=O)NC(C)(C)C)cc12 (centres undefined)	-10.0	2.7	-2.8	1.4	?	14.7	2.7	2.0	0.1	1.6	-10.9
COc1ccc(C2C(C#N)=C(N)OC3=C2C(=O)CCC3)cc1Cn1nc(C)c([N+](=O)[O-])c1C (centres undefined)	-22.3	6.9	-5.1	6.4	4.8	2.0	-0.6	5.8	2.3	-5.1	12.0
O=C(NC12CC3CC(CC(C3)C1)C2)c1c(Cl)cccc1Cl	-32.7	-6.6	-1.6	-0.2	1.6	3.3	20.7	2.9	-2.9	-4.0	-8.7
Cc1cc(NC(=O)Cc2c(F)cccc2Cl)no1	2.2	-0.6	-1.2	0.9	0.6	-2.5	.	4.3	2.0	-1.4	-5.9
COc1cc(C(=O)NCC(=O)N/N=C(\C)Cc2ccccc2)cc(OC)c1OC	-6.5	-5.3	1.5	0.6	-0.2	-6.8	-3.6	17.6	-1.0	1.4	-5.0
COc1ccc(-n2c(SCC(=O)N3CCC(C(=O)O)CC3)nc3ccccc3c2=O)cc1OC	-17.0	0.9	-2.6	0.8	-4.1	10.0	1.8	-11.8	1.2	-3.8	1.1
CNC(=O)C(=O)Nc1nc(C23CC4CC(CC(C4)C2)C3)cs1	-4.4	-1.4	-0.1	-0.9	2.3	2.2	2.1	-19.1	0.4	-2.0	1.9
COc1ccccc1NCC(=O)NNCC(=O)Nc1ccc(F)c(Cl)c1	10.4	-3.7	-1.8	-9.9	-5.0	1.5	12.3	2.9	-0.9	5.1	-19.8
CC1S/C(=C(\C#N)C(=O)NCc2ccco2)N(c2ccc(F)cc2)C1=O (centres undefined)	7.9	-3.7	-7.6	-1.2	-1.3	4.4	3.7	.	0.2	-6.0	-7.1
CCOC(=O)N1CCN(S(=O)(=O)c2ccc(C(=O)Nc3sc4c(c3C#N)CC(C)(C)NC4(C)C)cc2)CC1	-28.9	0.7	-6.6	-0.2	-2.9	13.5	6.9	12.4	3.3	-3.2	-9.1
Nc1nnc(SCC(=O)NC2CCCCC2)s1	12.1	-4.3	-1.5	0.0	2.1	-23.2	0.0	-7.8	6.0	-4.8	-14.1
COCCNC(=O)c1cccc(NS(=O)(=O)c2cccc3cccnc23)c1	5.0	-7.3	1.6	0.3	-3.7	2.9	-0.5	-0.5	-1.0	6.5	-2.0
O=C(NCCc1ccc(Cl)cc1Cl)c1cncc(Br)c1	3.9	-13.4	1.9	-0.7	-10.3	-3.6	-2.7	10.4	3.2	-7.8	-6.4
O=C(CN1CCN(c2ccccn2)CC1)Nc1ccc(Oc2ccccc2)cc1	-2.4	-1.4	-7.3	-0.4	8.6	19.4	1.7	.	0.7	-0.6	-2.8
COc1ccccc1CNc1cc(C)ccc1C	-1.4	-10.3	-3.3	-14.8	0.4	3.2	.	13.8	-0.5	17.2	-18.9
COc1cc(/C(C)=N\NC(N)=S)cc(OC)c1OC	0.8	-7.0	1.5	0.5	-9.2	-3.1	-0.9	-10.1	-0.8	3.7	-14.9
CCN(CC(=O)Nc1ccccc1C(F)(F)F)C(=O)c1cc2c(s1)CCCCC2	11.1	-1.0	2.4	0.9	-1.2	-0.2	-7.9	-12.4	-0.3	-11.5	-1.6
COc1ccc(CN2CCNC(=O)C2CC(=O)N(C)CC2CCOCC2)c(F)c1 (centres undefined)	8.0	-5.7	0.2	0.5	-3.2	-10.7	-0.4	-17.3	0.5	-0.3	-16.0
O=C(CSc1nc(-c2ccco2)cc(C(F)(F)F)n1)NC1CCCCCCC1	-2.2	7.0	-0.4	2.9	1.4	6.7	-0.8	-6.4	0.5	-2.0	-4.0
O=S(=O)(NCc1cc(-c2ccccc2)no1)c1ccccc1Cl	40.6	4.5	-1.6	0.6	2.2	3.1	-2.1	-39.1	-3.8	-6.8	-5.4
Cc1c(Cl)cccc1NC(=O)CNC(=O)Cc1c[nH]c2ccccc12	6.1	-9.0	0.5	0.9	-5.3	3.0	0.1	.	-0.4	3.6	-22.2
COc1ccc(-n2nc3c(N4CCC(C(=O)N5CCCCCC5)CC4)nnc(C)c3c2C)cc1	-11.1	1.6	-6.7	0.9	-14.6	10.1	2.4	-4.5	-1.7	3.9	10.9
Cn1nc(C(=O)Nc2cccc(C(F)(F)F)c2)c2ccccc2c1=O	-1.5	-1.2	-2.6	-1.0	-17.7	29.9	-2.4	-1.4	-0.4	2.7	6.6
O=C(O)CSc1nnc(C2COc3ccccc3O2)n1-c1ccccc1 (centres undefined)	-4.9	-8.2	-0.9	1.9	-0.9	8.7	-1.0	-67.6	1.7	0.9	-12.6
Cc1cccc(OCCNc2cc(N3CCN(CCO)CC3)ccc2[N+](=O)[O-])c1	-10.2	-7.0	3.0	.	-0.3	?	7.0	-10.2	0.0	-1.4	-1.1
CC[N+](CC)(CC)CC(=O)Nc1ccc(SC(F)F)cc1	14.0	2.0	-4.7	0.7	1.9	12.1	.	3.2	5.9	-2.0	14.6
NC(=O)C(c1ccccc1)C1CCCCC1 (centres undefined)	-11.2	4.8	3.8	0.6	2.6	-10.6	2.8	4.3	1.3	2.3	4.7
Cc1cc(C(=O)OCC(=O)NCc2ccc(Cl)cc2)c(C)o1	11.7	1.0	2.6	-1.5	-6.7	-1.9	-0.5	5.6	0.9	-0.4	0.3
O=C(O)CCCCCN1C(=O)C(O)=C(C(=O)/C=C/c2ccccc2)C1c1ccccc1[N+](=O)[O-] (centres undefined)	-2.6	-2.1	0.0	-0.1	-7.6	-1.2	36.0	-18.0	1.0	-1.7	-4.5
Cc1ccc(C(=O)NCC(=O)NCC(=O)OCc2ccc(Cl)cc2)cc1	201.3	7.0	-2.4	0.5	-4.4	14.0	-1.3	5.8	2.5	-1.6	1.9
CCn1c(=O)cc(OCC(=O)O)c2ccccc21	.	1.6	-7.6	-0.6	-0.6	-24.1	5.8	-11.6	-0.7	5.5	-13.8
CCN=C1SC(CC(=O)NC(C)c2ccccc2)C(=O)N1CC (centres undefined)	70.6	-2.9	4.4	-0.5	1.5	-3.4	-2.1	13.5	-0.9	-5.6	-1.8
COc1ccc(C2c3ccc(O)cc3Oc3ncn(CCCO)c(=N)c32)cc1OC (centres undefined)	10.3	-107.3	28.8*	-1.1	-34.7	-11.2	0.6	2.0	90.6*	91.1*	7.4
CCn1c(N)cc(=O)[nH]c1=S	.	-6.5	-3.2	-5.2	1.2	-8.5	-0.2	-10.0	-0.8	-3.7	-17.9
Fc1cccc(Cc2noc(CN3CCCN(C4Cc5ccccc5C4)CC3)n2)c1	312.9	6.8	-2.7	1.5	-13.3	-16.1	2.7	49.1	0.8	2.6	-6.0
